High-throughput results: PubChem BioAssay, National Center for Advancing Translational Sciences (NCATS)
pAkt inh = blocks phosphorylation of Akt | Neuro2A IGF-stimulated pAkt S473 HTRF, 20 min; stronger effect = lower value | activity change, % for hits at 50 µM | 360,000 tested, 0.32% active | AID 651550; in the data active = activity change below about -80%; inconclusive = mostly about -51% to -80%; note: % is set by controls: 0 for no effect and ±100 for the full control effect
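Single-point screen (50 µM final compound) in Neuro2A cells stimulated 20 min with 6 nM IGF at 37 deg C. After lysis, Ser473-phosphorylated Akt read by HTRF (ex 330 nm, em 615/665 nm) as the 665/615 ratio.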
DRD3 agonist = activates the human D3 dopamine receptor; P35462; D3R DiscoveRx beta-arrestin cells, luminescence, 90 min; max activation, %; 410,000 tested, 0.58% active; AID 652048; in the data active = max activation above about 30%; note: 0% is about no effect; mostly tested at two doses, the higher about 12 µM
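Cells at 1500/well, incubated overnight, then treated with pinned compounds (dopamine as control) for 90 min at 37 degrees C. DiscoveRx reagent added for 30 - 60 minutes at room temperature; luminescence read.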
MmCpn inh = M. maripaludis TRiC chaperonin inhibition | purified Mm-Cpn ATPase, ADP Transcreener TR-FRET | Potency, µM (doses to about 76.9 µM), without a hit: at the highest dose activity, negative = inhibition, usual class: inhibitors | 330,000 tested, 0.031% active; note: potency is the fitted concentration of half-maximal effect; % is set by controls: 0 for no effect and ±100 for the full control effect; nearly all actives have a fitted effect of over 80% in size
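ATPase read-out: TR-FRET ADP immunoassay (anti-ADP Eu cryptate vs ADP-d2), ex 320 nm, em 590/665 nm; signal drops as ADP forms. Enzyme 25 nM, ATP 10 uM, 30 min at 37°C after 10 min compound preincubation.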
PTHR1 agonist = activates the human parathyroid hormone receptor PTHR1. HEK293 GP2 PTHR1 cells, GloSensor cAMP luminescence, 1 h. 410,000 tested, 0.075% active. Potency, µM (highest dose often 115 µM), without a hit: top-dose activation, usual class: activators; note: potency is the fitted concentration of half-maximal effect; nearly all actives have a fitted effect of over 55% in size; some results filed as inactive show a strong effect at the top dose; inactives centre near -15; many of its hits are not listed in these tables
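HEK-293-derived GP2 cells expressing PTHR1 and a GloSensor cAMP reporter, 3,000/well, plated overnight, given luciferin plus IBMX (each 0.5 mM as added) for 1 h at 37 °C, then compound for 1 h at 37 °C. Luminescence was read after 15 min at room temperature.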
D3 antag = antagonists of human D3 dopamine receptor; 360,000 tested, 2.5% active; D3R cells, DiscoveRx beta-arrestin luminescence, antagonist mode; stronger effect = lower value; max response, negative = inhibition, %; in the data active = max response below about -50%; inconclusive = no clear call, values can overlap the other calls; note: % is set by controls: 0 for no effect and ±100 for the full control effect; mostly tested at two doses, the higher about 12 µM
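Cells expressing the human receptor were seeded at 1500 cells/well, incubated overnight at 37 degrees C in 5% CO2, then exposed to library compounds with dopamine controls for 90 minutes at 37 degrees C before luminescent detection.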
EPAC2 antagonist = EPAC2 (human) antagonism; EPAC2 GEF exchange of Rap1B-BODIPY-GDP, fluorescence; 360,000 tested, 0.18% active; Potency, µM (series often up to 114 µM), for inactives: top-dose activity, negative = inhibition, actives largely listed as inhibitors; Q8WZA2; note: potency is the fitted concentration of half-maximal effect; % is set by controls: 0 for no effect and ±100 for the full control effect; nearly all actives have a fitted effect of over 45% in size; many of its hits are not listed in these tables
CCT modulator = modulators of cytosolic chaperonin (CCT/TRiC) activity; 360,000 tested, 0.3% active; AID 651819; activity change, % (concentration not given with the values), hits read low; purified chaperonin ATPase assay, HTRF ADP detection, 30 min; in the data active = activity change below about -30%; note: % is set by controls: 0 for no effect and ±100 for the full control effect
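First, chaperonin was dispensed at 40 nM or 20 nM final depending on batch activity. Next, compounds were pinned at 76 uM and ATP added at 10 uM. After 30 min at 37 °C, ADP detection reagents ran 30 min at ambient temperature.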
EPAC2 ag = EPAC2 (human) agonism. EPAC2 activation, biochemical qHTS; response scale: 100% = 6.5 mM cAMP response. Potency, µM (top dose mostly 154 µM), for inactives: at the top dose activation, hits mostly activators. 360,000 tested, 0.079% active; note: potency is the fitted concentration of half-maximal effect; nearly all actives have a fitted effect of over 50% in size
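Compounds were titrated in qHTS against a Rap1B-BODIPY-GDP (250 nM) complex with EPAC2 (100 nM) and GDP (50 uM). BODIPY-GDP release tracked at 480/540 nm over 30 min at room temperature, normalized to 6.5 mM cAMP.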
* marks the source's active call; other numbers are inactive results; i = inactive; ? = inconclusive; . = no result given; [ ] = remark or other dose. Unless noted, calls come from the whole dose curve; as a rule, active = well fitted curve in the direction sought with a large enough effect; inconclusive = small, poorly fitted or top-dose-only effect, or another doubt; inactive = no such curve, though single readings can be large; an effect the other way counts as inactive or inconclusive. Only part of the results is shown; rates above refer to the full screens.

Compound,MmCpn inh,PTHR1 agonist,CCT modulator,D3 antag,EPAC2 ag,pAkt inh,DRD3 agonist,EPAC2 antagonist
C=CCOC(=O)C(C#N)c1nc2ccccc2nc1N1CCCC1 (stereo not given),1%,-14%[57.5 µM],-1.9,15,-100%[inhibitor],i,8,-13%
CC(C)Cn1nc(NS(=O)(=O)c2ccccc2)c2cc3ccccc3nc21,-1%,i,0.0,?,-10%,.,-12,-5%
C/C(CC(=O)NCc1ccccc1)=N\NC(=O)c1cnccn1,-1%,i,1.9,9,-2%,i,-3,24%
COc1ccc(CCNC(C(=O)Nc2cc(C)cc(C)c2)c2ccccc2)cc1 (stereo not given),1%,i,-1.4,?,4%,i,-4,-2%
O=c1[nH]c2cc3c(cc2cc1C(c1nnnn1C1CCCC1)N1CCCc2ccccc21)OCCO3 (stereo not given),0%,i,0.5,3,-1%,i,-1,3%
Cc1ccc(OCc2cc(C(=O)NCCn3cccn3)no2)cc1C,0%,-54%[inhibitor],1.3,21,2%,i,-6,-5%
COC(=O)/C(C#N)=C/c1c(N2CCN(c3ccccc3)CC2)nc2ccccn2c1=O,0%,i,-1.1,1,4%,i,-9,-6%
Cc1cccc(NC(=O)c2cnn3ccccc23)c1C,1%,-37%[inhibitor],-1.4,-17,1%,i,-6,6%
CCN1CCN(C(=O)c2sc3ncnc(N4CCc5ccccc5C4)c3c2C)CC1,-2%,-44%[inhibitor],-1.3,-3,6%,i,-1,-14%
CCC(C)NC(=O)CC(NS(=O)(=O)c1ccc(Cl)cc1)c1ccco1 (stereo not given),-1%,-13%,4.7,-53*,4%,i,1,12%
O=C1NC[C@@H](c2ccccc2)OC(=O)[C@@H](Cc2ccc(F)cc2)CC/C=C/C[C@H]1CC(=O)N(CCO)Cc1ccccc1,-3%,?,0.0,16,-3%,i,-3,-12%
CN(C)c1ccc(-c2ccnc3c2CC(C)(C(=O)Nc2ccc(F)c(Cl)c2)O3)cc1 (stereo not given),.,26%,-1.8,-24,13%,i,69*,6%
COc1cc2c(C(F)(F)F)c(-c3ccc(C#N)cc3)oc(=O)c2cc1OC,-7%,-21%,1.3,5,11%,i,6,10%
COc1ccc(S(=O)(=O)NCC(c2cccnc2)N2CCN(C)CC2)cc1C (stereo not given),5%,i,-3.6,?,5%,i,6,13%
COc1cccc(/C=C2\SC(=S)N(CCCC(=O)NC3=NCCS3)C2=O)c1,-7%,-11%,-0.1,-8,13%,i,0,15%
CNC(=O)c1cc2c(=O)n3cc(C)ccc3nc2n(C(C)C)c1=N,-7%,-12%,2.7,11,-4%,i,-4,13%
CN1C(=O)CON=C1c1cccc2ccccc12,.,-14%,-0.4,4,-6%,i,-4,-9%
CCOC(=O)CSc1nc(C)cc(=O)[nH]1,.,-2%[57.5 µM],-2.7,22,2%,.,-3,0%
O=C(NCCCCc1ccccc1)c1cccc(NC(=O)C2CCC2)c1,.,i,-0.6,12,12%,i,-11,-5%
c1ccc(N2CCN(Cc3ccnc4ccccc34)CC2)cc1,0%,-23%,1.8,20,3%,i,-24,7%
Clc1ccc(SCc2cc(Cl)nc(-c3ccccc3)n2)cc1,.,20%[57.5 µM],0.3,-21,6%,i,-15,9%
CC(=O)OCCOc1nc(N(C)C)nc(N(C)C)n1,2%,i,1.6,-10,12%,i,11,-12%
COC(=O)c1ccc(CN2CCN(C3CCCC3)C(CCO)C2)cc1 (stereo not given),-3%,i,-0.5,-7,5%,i,-3,9%
COc1ccc2oc(=N)c(C(=O)NCc3ccccc3)cc2c1,0%,-2%,-8.8,25,17%,i,4,-2%
COc1ccc(-n2nc3cc(N)c(Br)cc3n2)cc1,-16%,-67%[inhibitor],2.2,?,4%,i,-6,15%
CC(C)CC1C(=O)N(Cc2cn(CC3CCCCC3)nn2)CCS(=O)(=O)N1Cc1ccc(-c2cccc(CO)c2)cc1 (stereo not given),.,-17%,-0.1,-28,3%,i,-9,-3%
COc1ccc(OCCCC(=O)ON=C(N)c2ccccc2C)cc1,-4%,-1%,1.7,9,11%,i,2,3%
CC1CCc2nc3ccc(S(=O)(=O)N4CCC(C(=O)N5CCCCCC5)CC4)cc3c(C(=O)O)c2C1 (stereo not given),5%,?,0.4,3,7%,i,2,1%
CC(C)c1ccc(S(=O)(=O)N2CCC(C(=O)N3CCC3)CC2)cc1,4%,-4%,0.9,-3,-3%,i,2,2%
CCN(CC)S(=O)(=O)c1ccc(N2CCOCC2)c(NC(=O)c2ccc(OC)c([N+](=O)[O-])c2)c1,-2%,-13%,1.8,-5,5%,i,3,-11%
CCOC(=O)Nc1ccc2c(c1)N(C(=O)CN(CC)CC)c1ccccc1C=C2,0%,-16%[57.5 µM],0.9,5,10%,i,-7,3%
FC(F)Oc1ccc(NC(=S)NN2CCOCC2)cc1,1%,i,-2.2,6,4%,i,-4,-1%
COc1ccc(C(C(=O)NC2CCCC2)N(C(=O)c2ccco2)c2ccccc2C(C)=O)cc1OC (stereo not given),0%,i,2.1,9,5%,i,12,14%
Cc1noc(C)c1S(=O)(=O)Nc1ccc(C(C)C)cc1,1%,-30%[inhibitor],-1.5,8,-7%,i,1,-23%
COc1ccc(C)cc1NC(=O)C1CCCCN1S(=O)(=O)c1ccccc1 (stereo not given),-2%,-25%,0.5,3,1%,i,2,-5%
COc1ccc(C(=O)n2cc(C(=O)c3cc(C)ccc3O)cn2)cc1OC,1%,-4%,0.5,-5,-6%,i,-1,-1%
O=C1CN(C(=O)CN2CCOCC2)C(c2ccccc2)c2cc(Br)ccc2N1 (stereo not given),0%,20%,-1.5,-4,18%,i,3,-9%
COc1ccc(-c2cn(CCO)c(-c3ccncc3)n2)cc1,2%,-11%,0.2,15,-1%,i,-4,-1%
Cc1ccc(C(=O)N2CCN(C)CC2)cc1[N+](=O)[O-],1%,-9%,-0.9,0,1%,i,-2,23%
COCCCNC(=S)NNC(=S)NCCCOC,-5%,-18%,-1.7,-23,6%,i,-13,23%
COc1ccc(/C(C)=N/NC(=O)Cn2nc([N+](=O)[O-])cc2C)cc1,-1%,i,0.2,1,-1%,i,51*,1%
COc1ccc(CNC(=O)C(=O)NCC2OCCN2S(=O)(=O)c2ccc(C)cc2)cc1 (stereo not given),-5%,i,4.8,-25,-6%,i,-10,9%
CC(=O)Nc1ccc(-c2ccnc3c2CC(C(=O)NCCc2ccccc2)O3)cc1 (stereo not given),.,i,1.1,2,6%,i,-1,-6%
O=C(Nc1ccncc1)c1cc2ccccc2o1,1%,-23%[57.5 µM],1.4,-16,-17%,i,-2,-4%
O=C(O)C1CC(O)CN1S(=O)(=O)c1ccc2ccccc2c1 (stereo not given),2%,i,1.6,18,2%,i,2,14%
CCc1cccc(NC(=S)N(CCCOC(C)C)C2CCN(C(C)=O)CC2)c1,0%,-3%,-6.5,4,4%,i,-1,7%
O=C(OCc1cn([C@H]2C[C@H](c3ccccc3)N(C(=O)c3cccs3)C[C@@H]2O)nn1)c1ccccc1,.,-12%,-1.4,-25,-3%,i,-4,4%
O=C1C=C(c2ccc(Oc3ccccc3)cc2)C[C@@H](c2ccc(Cl)cc2)C1,-4%,-45%[inhibitor],1.1,11,-5%,i,-10,7%
O=S(=O)(Nc1ccc(-c2ccc3nncn3n2)cc1)c1ccccc1F,0%,-22%,1.5,1,-2%,i,10,-6%
O=[N+]([O-])c1c(NCCCO)cc(SCc2ccco2)c2nonc12,-2%,-23%,-2.6,-63*,19%,i,-7,-2%

New compounds follow.
Compound,MmCpn inh,PTHR1 agonist,CCT modulator,D3 antag,EPAC2 ag,pAkt inh,DRD3 agonist,EPAC2 antagonist
CSc1ncc(C(=O)Nc2cccc(Cl)c2C)c(C)n1,0%,i,-0.6,2,-4%,i,4,-4%
O=C(c1cccc(C(F)(F)F)c1)c1c[nH]c(C(=O)NCCCN2CCOCC2)c1,-3%,i,-0.3,-2,-1%,i,6,19%
CCOC(=O)c1c(NC(=O)CN(CC)CC)sc2c1CCC2,2%,-7%[57.5 µM],-1.0,-15,-2%,i,3,-10%
Cc1ccc(S(=O)(=O)N2CCC(C(=O)NCc3ccccc3CN3CCCC3)CC2)cc1,1%,-13%,-3.1,6,4%,i,4,-6%
CCOC(=O)c1oc2ccccc2c1CN1CCN(c2ccccc2)CC1,-1%,-8%,-1.6,-77*,5%,i,-4,-7%
CCC1CCCCN1S(=O)(=O)c1ccc2c(c1)CCN2C(C)=O (stereo not given),2%,-18%,-5.3,-1,2%,i,-6,-6%
COc1cccc(N2CC(C(=O)Nc3nnc(SCC(=O)NC4CCCC4)s3)CC2=O)c1 (stereo not given),1%,i,0.8,48,6%,i,11,12%
CCOc1cc(CNS(=O)(=O)c2cn(C)cn2)cc(OCC)c1OCC,1%,i,-0.5,3,-1%,i,1,21%
CC(=O)c1ccccc1NC(=O)CSc1nnc(Cc2csc(C)n2)o1,-1%,i,-1.2,6,0%,i,1,-17%
Cc1ccc(CNC(=O)CSc2nccn(-c3ccc(C)c(F)c3)c2=O)cc1,-2%,-14%,-6.4,5,2%,i,1,7%
O=C(Nc1cccc(-c2csc(Nc3ccc(Cl)cc3)n2)c1)c1ccccc1,-8%,-12%,0.9,0,7%,i,0,6%
Cc1cc(C(=O)N[C@H](c2ccccc2)[C@@]2(C)C[C@@H]2[C@@H](C)C(=O)Nc2ccc3ccccc3c2)no1,-3%,-18%,-1.6,-6,10%,i,2,7%
CC(C(=O)Nc1ccc(C#N)cc1)N(C)CC(=O)Nc1cccc(F)c1 (stereo not given),2%,?,-0.3,0,9%,i,2,4%

Another view of part of the listing above:
Results follow in this order: MmCpn inh | PTHR1 agonist | CCT modulator | D3 antag | EPAC2 ag | pAkt inh | DRD3 agonist | EPAC2 antagonist
CCC1CCCCN1S(=O)(=O)c1ccc2c(c1)CCN2C(C)=O (stereo not given)
  2% | -18% | -5.3 | -1 | 2% | i | -6 | -6%
CSc1ncc(C(=O)Nc2cccc(Cl)c2C)c(C)n1
  0% | i | -0.6 | 2 | -4% | i | 4 | -4%
